AID1053144: Wnt/beta-catenin signaling activators, dose response, cell-based, iPS-derived NPC, luciferase, Wnt3a, cherry-pick (AID 1053144); hit rate 4.8% among 3,400; AC30 in µM for hits, for the others activation, % at the top dose, mostly 26 µM; NPC TCF/LEF luciferase reporter, Wnt3a EC25, 24 h;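 active = fitted curve reaches 30% activation at a concentration no higher than the top valid tested dose, luminescence rising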;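 also: wnt3a stimulus is conditioned medium from Wnt3a-transfected mouse L cells at 5% in well; 0% = neutral control wells and 100% = CHIR-99021 positive control wells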
* hit, by the source's call.

SMILES | AID1053144
Cc1ccc(-c2nn(Cc3ccccc3)cc2C=O)cc1 | 9%
Cc1cccc(N=Nc2ccc(N(C)C)cc2)c1 | 4%
C[C@]12CC[C@H]3[C@@H](CCC4=CC(=O)CC[C@@]43C)[C@@H]1CC[C@@H]2O | -4%
COc1ccc(C2c3c(nc(C)[nH]c3=O)Oc3c2c(=O)oc2ccccc32)cc1 (stereo unspecified) | 0%
O=C(Cc1ccc(Cl)c(Cl)c1)NCC1(N2CCOCC2)CCCCC1 | 2%

Single entries from the list:
Under AID1053144, Cc1ccc(-c2nn(Cc3ccccc3)cc2C=O)cc1 has 9%
Under AID1053144, Cc1cccc(N=Nc2ccc(N(C)C)cc2)c1 has 4%

In the list so far, these have nitrogen in an aromatic ring:
SMILES | AID1053144
Cc1ccc(-c2nn(Cc3ccccc3)cc2C=O)cc1 | 9%
COc1ccc(C2c3c(nc(C)[nH]c3=O)Oc3c2c(=O)oc2ccccc32)cc1 (stereo unspecified) | 0%

Screening data as filed in PubChem BioAssay.

This is a subset. The share of hits here may be higher or lower than overall.
